Hsp70 inhibitors – small molecules displacing fluorescent ligand from Hsp70 – biochemical, fluorescence polarization, primary screen (AID 583); Hsp70 fluorescence polarization probe displacement, mP; higher % means a stronger effect; displacement, % at 20 µM, or IC50 in µM where a hit was titrated; actives 0.06% (n = 140,000); in the data active = displacement above about 50%;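 note: plate controls were vehicle for no effect and reference ligand for full effect; a part of the inactive calls stands beside numbers as strong as those of hits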
MKP-3 inhibition – inhibition of rat DUSP6 enzyme activity – biochemical, in vitro, primary screen (AID 425). recombinant MKP-3 phosphatase activity, fluorescence; higher % means a stronger effect. inhibition, % at 20 µM, or IC50 in µM where a hit was titrated. actives 0.17% (n = 110,000); in the data active = inhibition above about 50%;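 note: plate controls were vehicle for no effect and reference inhibitor for full effect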
Numbers without * were called inactive; . = not tested or not shown; & = joins results of further samples.

| SMILES | Hsp70 inhibitors | MKP-3 inhibition |
| --- | --- | --- |
| CCCNC(=O)c1c[nH]c2ccc(S(=O)(=O)N(C)c3ccc(OCC)cc3)cc2c1=O | 4.0% | 0% |
| COc1ccccc1N/C(N)=N/c1nc(CSc2ccc(C)cc2)cc(=O)[nH]1 | 5.2% | 3% |
| CC(C)CC(=O)Nc1nnn(C)n1 | -3.4% | -2% |
| O=C(NCCS(=O)CCNC(=O)C(F)(F)F)C(F)(F)F | 6.1% | 7% |
| O=C1CC(c2ccc(S(=O)(=O)NCc3ccncc3)cc2)CN1 (centres undefined) | 0.1% | -4% |
| O=C1C(Cl)=C(c2ccc(Cl)cc2)C(=O)N1c1ccc([N+](=O)[O-])cc1 | 0.1% | 2% |
| O=C(NCC(c1cccnc1)N1CCN(c2ccccc2F)CC1)C1CCCCC1 (centres undefined) | . | -4% |
| COC(C)(C)CNS(=O)(=O)c1ccc(C)cc1 | -2.5% | 0% |
| COc1ccc(/C=C/C(=O)c2c(C)nc3ccc(Cl)cc3c2-c2ccccc2)cc1OC | 0.7% | 10% |
| CN(C)/C=C/C=C/C=C1\CCC/C(=C\C=C\N(C)C)C1=O | 2.1% | -4% |
| Cc1ccc(Cl)c(OCC(=O)Nc2ccc3c(c2)OCCO3)c1 | 4.6% | -14% |
| Cc1c(C)[n+](=O)c2c(n1[O-])CCCCC2 | 5.9% | -6% |
| COc1ccc(CCN(C(=O)CCC(=O)O)C2CC(=O)N(c3cccc(Cl)c3)C2=O)cc1 (centres undefined) | 3.7% | 2% |
| CCCOC(=O)/C(C)=N\NC(=O)c1ccco1 | -0.1% | . |
| O=C(CC(C(=O)O)C1CCCO1)NCCc1ccc2c(c1)OCO2 (centres undefined) | -11% | -8% |
| Cc1nc2scc(-c3cccs3)c2c(=O)o1 | -0.3% | -17% |
| CCOc1ccc(C(=O)NCC(=O)OC(C)C(=O)NCc2ccco2)cc1OCC (centres undefined) | -3.4% | -9% |
| COc1ccc(CNC(=O)NC2CCCCC2)cc1 | -0.5% | -14% |
| COc1ccc(C2=NCN(c3ccc(C)cc3)C(=S)N2)cc1 | 0.8% | . |
| CCCCN(C)C(=O)CCCc1c[nH]c2ccccc12 | -4.0% | . |
| CCc1cc2c(C)cc(=O)oc2cc1OC(=O)c1ccccc1 | 4.2% | 3% |
| Cc1ccc(-n2ncc3c(=O)n(CC(=O)N4CCCCCC4)cnc32)cc1 | 3.5% | -1% |
| N=c1c(C(=O)NCc2ccccc2)cc2c(=O)n3ccccc3nc2n1Cc1ccco1 | -1.3% | -2% |
| CCOC(=O)/C(C#N)=C/c1ccc(OCc2c(C)no[n+]2[O-])cc1 | -4.0% | 2% |
| CCOC(=O)Cc1nnc(NC(=O)c2ncn[nH]2)s1 | -4.6% | -2% |
| CCCCN(C)C(=O)c1c[nH]c2ccc(S(=O)(=O)N3CCOCC3)cc2c1=O | -1.5% | 0% |
| CC(C)(O)/C=C1/Oc2ccccc2C1N1CCCCC1 (centres undefined) | -3.7% | -5% |
| COc1ccc(CCN=CC2=C(O)CC(c3ccccc3)CC2=O)cc1OC (centres undefined) | -5.9% | 4% |
| COc1cccc(C(=O)N2CCN(C(=O)c3cccc(Cl)c3)CC2)c1 | 2.3% | 4% |
| COc1ccc(NC2C=CS(=O)(=O)C2)cc1 (centres undefined) | -5.5% | . |

Some of these compounds in order of their number in MKP-3 inhibition, rising:
Compound	MKP-3 inhibition
Cc1ccc(Cl)c(OCC(=O)Nc2ccc3c(c2)OCCO3)c1	-14%
CN(C)/C=C/C=C/C=C1\CCC/C(=C\C=C\N(C)C)C1=O	-4%
CCOC(=O)Cc1nnc(NC(=O)c2ncn[nH]2)s1	-2%
COc1ccc(CCN=CC2=C(O)CC(c3ccccc3)CC2=O)cc1OC (centres undefined)	4%

(continued)
| SMILES | Hsp70 inhibitors | MKP-3 inhibition |
| --- | --- | --- |
| CCn1c(=O)c(-c2nc3ccccc3[nH]2)c(O)c2ccccc21 | 0.2% | -4% |
| O=C1c2ccccc2-n2c1cc(C=Nc1ccc(Cl)cc1)c2O | 103% | -2% |
| O=C1S/C(=C\c2cccs2)C(=O)N1c1ccccc1 | -0.8% | -3% |
| O=c1oc(-c2ccccc2Cl)nc2c1cnn2-c1ccccc1 | -0.2% | 0% |
| CC1(C)CC(=O)C(C=NC(CCC(N)=O)C(=O)O)=C(O)C1 (centres undefined) | 4.5% | 1% |
| CCCCC(=O)Nc1cc(C)c2c(=O)oc3ccccc3c2n1 | . | -7% |
| CNC(=O)c1c(NC(C)=O)sc2c1CCCCC2 | -2.9% | 2% |
| CCOC(=O)C1C(=O)NC(SCC(N)=O)=C(C#N)C1c1ccccc1OCC (centres undefined) | -26% | 2% |
| Cc1ccc(NCc2nnc(SCC(=O)NCc3ccco3)n2CC2CCCO2)c(C)c1 (centres undefined) | -4.1% | 1% |
| O=C(c1ccc(OCC2CCCO2)cc1)N1CCN(c2ccccc2)CC1 (centres undefined) | 3.8% | -2% |
| C=CCn1c(SCC(=O)NC2CCCCC2)nnc1-c1sc(N)nc1C | -1.3% | 4% |
| CN(C)CCCN1c2ccccc2Sc2ccc(C(F)(F)F)cc21 | -4.7% | 10% |
| O=C(Nc1ccc(-c2nc3ccccc3o2)c(O)c1)c1cc(-n2cnnc2)ccc1Cl | -14% | 3% |
| N#CC1=C(N)Oc2cc(N)ccc2C1C1CCCCC1 (centres undefined) | 1.1%&-2.0% | 5%&1% |
| COc1cc(-c2nc(-c3ccc(C)nc3OC)no2)cc(OC)c1OC | -4.6% | -7% |
| CCOC(=O)c1c(C)oc2ccc(NS(=O)(=O)c3cc(Cl)ccc3Cl)cc12 | -9.2% | 2% |
| O=C(Cn1c(=O)n(Cc2ccco2)c(=O)c2cc(Cl)ccc21)NCC1CCCO1 (centres undefined) | 0.8% | -2% |
| N#C/C(=C/c1ccc(-c2ccc(S(N)(=O)=O)cc2)o1)C(=O)Nc1ccccc1 | 0.7% | 7% |
| COc1ccc(OC)c(S(=O)(=O)N(C)CC(=O)O)c1 | 8.0% | -12% |
| Cc1ccccc1Cn1ccc(NC(=O)CCSc2nc(-c3ccco3)cc(C(F)(F)F)n2)n1 | -4.9% | 0% |
| O=C(Nc1nc(-c2nc3ccccc3s2)cs1)c1ccco1 | -9.7% | 20% |
| NC(=O)C1CCN(C(=O)CSc2ccccn2)CC1 | 0.5% | -16% |
| COC(=O)C(NC(=O)c1ccccc1)(Nc1nc(C)cs1)C(F)(F)F (centres undefined) | 0.1% | -3% |
| CCOc1ccccc1NC(=O)c1cccc2c1C(=O)N(CCOC)C2 | 6.0% | -8% |
| Cc1cc(=O)[nH]c(=S)n1-c1ccccc1 | 3.5% | 3% |
| C=CCNc1nc(-c2sc(NC(C)=O)nc2C)cs1 | . | -3% |
| Cc1nnc(NC(=O)c2ccc(Oc3ccccc3)cc2)s1 | -1.9% | 3% |
| COCCn1c(SCc2nc3ccccc3c(=O)[nH]2)nnc1-c1ccncc1 | -9.7% | . |
| COc1ccc(NC(=O)Cc2ccc(Br)cc2)cc1 | 4.6% | 1% |
| O=C(Nc1cc(Oc2ccccc2)cc([N+](=O)[O-])c1)c1cccc(Cl)c1 | -1.2% | 2% |

Among those listed so far, these have a cyano group:
| SMILES | Hsp70 inhibitors | MKP-3 inhibition |
| --- | --- | --- |
| CCOC(=O)/C(C#N)=C/c1ccc(OCc2c(C)no[n+]2[O-])cc1 | -4.0% | 2% |
| CCOC(=O)C1C(=O)NC(SCC(N)=O)=C(C#N)C1c1ccccc1OCC (centres undefined) | -26% | 2% |
| N#CC1=C(N)Oc2cc(N)ccc2C1C1CCCCC1 (centres undefined) | 1.1%&-2.0% | 5%&1% |
| N#C/C(=C/c1ccc(-c2ccc(S(N)(=O)=O)cc2)o1)C(=O)Nc1ccccc1 | 0.7% | 7% |

Continuation:
| SMILES | Hsp70 inhibitors | MKP-3 inhibition |
| --- | --- | --- |
| CC12CNCC(C)(CN(C(c3ccccc3)c3ccccc3)C1)C2 | -1.8% | . |
| CCCCN(C)CCCNC(=O)Cn1c(=O)sc2ccccc21 | 2.1% | -7% |
| O=C(c1cccn2c(=O)c3ccc(Cl)cc3nc12)N1CCN(Cc2ccc3c(c2)OCO3)CC1 | -7.9% | -7% |
| CCOC(=O)/C=C/C(=O)OCC(=O)Nc1ccc(Cl)cn1 | 4.7% | . |
| CCOC(=O)c1cc2sc(C)cc2n1CC(=O)N1CCOCC1 | 3.2% | 12% |
| CCc1ccc(NC(=O)c2cnc3scc(C)n3c2=O)cc1 | -4.1% | -4% |
| O=C(/C=C/c1cccc([N+](=O)[O-])c1)Nc1ccc(N2CCOCC2)cc1 | -3.9% | 3% |
| COc1cccc(-n2nnnc2SCC(=O)Nc2cccc(C)n2)c1 | -3.3% | -2% |
| Cc1nc(N)sc1-c1nnc(SCC(=O)Nc2ccccc2C(F)(F)F)n1C | 0.7% | . |
| O=C(CN(c1cccc(Cl)c1)S(=O)(=O)c1ccccc1)N1CCc2ccccc2C1 | 1.4% | -3% |
| CC(/C=C/c1ccco1)=N\NC(=O)c1cccnc1 | 9.5% | . |
| O=C(COc1ccccc1[N+](=O)[O-])Nc1ccc(Cc2ccncc2)cc1 | -2.1% | 4% |
| CCC1CCCCN1C(=O)C1CC(c2cc(Cl)c(OC)cc2OC)=NO1 (centres undefined) | 0.3% | -6% |
| COc1ccc(Cl)cc1C(=O)Nc1cccc(C)c1 | 2.9% | 0% |
| CCN(CC)CCNC(=O)c1c(C)n(-c2ccccc2)c2cc(Br)c(OC)cc12 | 0.7% | . |
| Cc1cc2n(c1)CCn1c(C)ccc1-2 | 24% | -3% |
| O=C(Nc1cccc(F)c1)NC1CC2CCCC(C1)N2C1CC1 (centres undefined) | -5.2% | -4% |
| Nc1nc2ccc(OC(F)(F)F)cc2s1 | -3.8% | 3% |
| CCC(C(=O)Nc1cc(C)nn1-c1nc(C)cc(C)n1)c1ccccc1 (centres undefined) | -1.7% | -15% |
| Cc1cc(NC(=O)c2cc3nc(-c4ccccc4)cc(-c4ccccc4)n3n2)no1 | 0.7% | 0% |
| O=C(Cn1nnc(-c2ccccc2NC(=O)C2CC2)n1)NC1CCCCC1 | 7.4% | -2% |
| CC(=O)C1C(c2cccc(Oc3ccccc3)c2)NC(=O)NC1(O)C(F)(F)F (centres undefined) | 0.4% | 3% |
| Cc1cccc(C2CC(c3ccccc3)Nc3ncnn32)c1 (centres undefined) | 1.0% | -9% |
| Cc1cc(OCC(=O)Nc2c(C)cc(Br)cc2C)ccc1Cl | -0.6% | 5% |
| Cc1nnc(SCC(=O)Nc2ccc(Cl)cn2)[nH]c1=O | -4.8% | . |
| Cc1cccc(C(=O)NNC(=O)c2ccc(O)cc2O)c1 | -3.1% | 1% |
| Cc1nc(C(C)(C)O)n(-c2ccccc2)n1 | 4.6% | 1% |
| CC(=O)Nc1ccc(/C=N/c2nc3c(C)cc(C)cc3s2)cc1 | 2.9% | 1% |
| CCN(CC)S(=O)(=O)c1cccc(-c2nnc(SCc3nc4ccccc4s3)o2)c1 | -4.7% | . |
| CCCCNC(=O)c1ccc2c(c1)N(CC)C(=O)CS2 | 6.1% | -1% |

Carrying on:
| SMILES | Hsp70 inhibitors | MKP-3 inhibition |
| --- | --- | --- |
| CC(CC1C(C#N)=C(N)OC2=C1C(=O)CCC2)c1ccccc1 (centres undefined) | 0.3% | -9% |
| Cc1csc(NC(=O)c2ccc(-c3ccc(Cl)cc3Cl)o2)n1 | -6.7% | 7% |
| CCOc1cc2[nH]c(=O)n(CC3CCC(C(=O)NC4CCCCC4)CC3)c(=O)c2cc1OCC (centres undefined) | 0.6% | -7% |
| CCOc1ccc(C(=O)N2CCCC2C(=O)O)cc1 (centres undefined) | 2.9% | -8% |
| COCCCN1Cc2cccc(C(=O)O)c2C1=O | -0.7% | 0% |
| COc1ccc(C2CC(=O)C3=C(C2)Nc2ccccc2NC3c2cccs2)cc1 (centres undefined) | -4.6% | 4% |
| COc1ccccc1OCC(=O)NCCNC(=O)COc1ccccc1OC | 4.7% | -12% |
| CCC(C)(C)n1nnnc1C(c1ccncc1)N1CCC(Cc2ccccc2)CC1 (centres undefined) | 8.4% | . |
| Cc1cc(=O)oc(C)c1C(=O)NCCC(C)C | -6.2% | 4% |
| COCCn1nnnc1C(c1ccc(O)c(OC)c1)N1CCc2ccccc2C1 (centres undefined) | -3.9% | 4% |
| CCCCOc1cccc(C(=O)Nc2ccc(N3CCN(C(C)=O)CC3)cc2)c1 | -4.5% | 2% |
| CO/N=C/C(=N\Nc1ccc(C)cc1)C(=O)c1ccc(OC)cc1 | -0.1% | . |
| Cc1cc2nc3s/c(=C/c4ccc(-c5cc([N+](=O)[O-])ccc5Cl)o4)c(=O)n3c2cc1C | 3.7% | 0% |
| Cc1csc(-c2cc3ccc(OCc4c(F)c(F)c(F)c(F)c4F)cc3oc2=O)n1 | 3.8% | -1% |
| CCCc1[nH]n(-c2nc3ccccc3s2)c(=O)c1C=NCC(C)C | 3.7% | . |
| NC(=O)c1cc2nc(-c3ccco3)cc(C(F)(F)F)n2n1 | 3.3%&2.8% | 0% |
| O=[N+]([O-])c1ccc(S(=O)(=O)N2CCCCCC2)cc1 | 14% | 0% |
| CCS(=O)(=O)N1CCC(C(=O)NCCCOC)CC1 | -1.4% | -2% |
| O=C(NC1CCCCC1)N(Cc1cc2cc3c(cc2[nH]c1=O)OCCO3)C1CCCCC1 | 11% | . |
| CCOc1ccc2c(=O)c(Oc3ccc(OC)cc3)c(C(F)(F)F)oc2c1 | -4.3% | 1% |

Entries listed so far containing bromine, in the order listed:
| SMILES | Hsp70 inhibitors | MKP-3 inhibition |
| --- | --- | --- |
| COc1ccc(NC(=O)Cc2ccc(Br)cc2)cc1 | 4.6% | 1% |
| CCN(CC)CCNC(=O)c1c(C)n(-c2ccccc2)c2cc(Br)c(OC)cc12 | 0.7% | . |
| Cc1cc(OCC(=O)Nc2c(C)cc(Br)cc2C)ccc1Cl | -0.6% | 5% |

Screening results: PubChem, Sanford-Burnham Center for Chemical Genomics

This is a subset. The share of hits here may be higher or lower than overall.
